Source: PubChem
BoNT F protease: BoNT F light chain protease inhibition | 360,000 compounds, 0.22% hits | inhibition, % at 10 µM | AID 588497 | Multiplex microsphere protease cleavage assay, flow cytometry; in the data active = inhibition above about 35%, passing the limit was not always enough; inconclusive = no clear call, values can overlap the other calls; also: plate controls were buffer without enzyme for full effect and enzyme alone for no effect
Mtb UGM inh: blocks M. tuberculosis UGM enzyme; P9WIQ1; purified UGM, fluorescence polarization probe displacement; inhibition, % at 10 µM; 320,000 compounds, 0.06% hits; AID 504406; in the data active = inhibition above about 10%, passing the limit was not always enough; inconclusive = no clear call, values can overlap the other calls
Target sequence (P9WIQ1 whole entry, looked up): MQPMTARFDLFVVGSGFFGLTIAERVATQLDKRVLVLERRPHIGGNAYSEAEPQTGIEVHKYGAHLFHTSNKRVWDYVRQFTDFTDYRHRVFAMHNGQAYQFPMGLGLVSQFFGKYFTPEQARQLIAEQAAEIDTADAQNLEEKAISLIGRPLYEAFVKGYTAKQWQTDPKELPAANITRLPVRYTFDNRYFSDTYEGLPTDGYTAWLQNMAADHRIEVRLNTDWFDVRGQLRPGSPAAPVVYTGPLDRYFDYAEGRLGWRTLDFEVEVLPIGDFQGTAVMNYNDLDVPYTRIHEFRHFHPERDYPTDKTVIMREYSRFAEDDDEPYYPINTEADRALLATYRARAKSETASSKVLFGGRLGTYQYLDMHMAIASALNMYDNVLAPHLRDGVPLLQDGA
FadD28 binding: M. tuberculosis FadD28 bisubstrate binding inhibition; FadD28 bisubstrate probe binding, fluorescence polarization; inhibition, % at 12.5 µM; 360,000 compounds, 0.22% hits; AID 588549; in the data active = inhibition above about 8.5%, passing the limit was not always enough; inconclusive = no clear call, values can overlap the other calls
Anthrax LF prot: inhibitors of Bacillus anthracis lethal factor protease | AID 588501 | P15917 | multiplex microsphere protease cleavage assay, LF | inhibition, % at 10 µM | 360,000 compounds, 0.12% hits; also: plate controls were buffer without enzyme for full effect and enzyme alone for no effect
BioA inh: blocks M. tuberculosis BioA enzyme activity | purified M. tuberculosis BioA enzyme, plate reader | inhibition, % at 9.99 µM | 360,000 compounds, 0.096% hits; in the data active = inhibition above about 40%; inconclusive = no clear call, values can overlap the other calls
GDH-TPI inh: counter-screen for M. tuberculosis FBA inhibitors: GDH-TPI coupled enzymes | GDH-TPI coupled enzyme counterscreen, NADH absorbance | inhibition, % at 4.8 µM | 360,000 compounds, 1.2% hits | AID 588335; in the data active = inhibition above about 30%;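 also: 0% = DMSO wells and 100% = wells lacking the enzyme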
FBA Mtb inh: inhibitors of M. tuberculosis fructose-bisphosphate aldolase. P9WQA3. purified M. tuberculosis FBA, fluorescence read-out. inhibition, % at 1 µM. 360,000 compounds, 2.3% hits. AID 588726; in the data active = inhibition above about 27%;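 also: 0% = vehicle and 100% = reference inhibitor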
Target sequence (P9WQA3 whole entry, looked up): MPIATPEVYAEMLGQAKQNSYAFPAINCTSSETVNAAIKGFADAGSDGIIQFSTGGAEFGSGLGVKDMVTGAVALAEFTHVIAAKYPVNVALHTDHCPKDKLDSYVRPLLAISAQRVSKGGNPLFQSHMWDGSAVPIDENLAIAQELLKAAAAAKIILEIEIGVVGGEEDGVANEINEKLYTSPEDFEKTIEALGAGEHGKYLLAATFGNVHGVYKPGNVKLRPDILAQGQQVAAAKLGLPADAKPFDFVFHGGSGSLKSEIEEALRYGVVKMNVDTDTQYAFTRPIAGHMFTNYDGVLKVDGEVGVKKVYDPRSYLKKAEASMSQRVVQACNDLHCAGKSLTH
PfHsp40 rescue: compounds rescuing yeast from Plasmodium falciparum HSP40 toxicity; 340,000 compounds, 0.68% hits; S. cerevisiae expressing PfHsp40, growth rescue, ATP luminescence; AID 504582; growth rescue, % at 12.5 µM; in the data active = growth rescue above about 28%, passing the limit was not always enough; inconclusive = no clear call, values can overlap the other calls;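 also: yeast W303a lacking pdr1 and pdr3 grown in galactose medium; growth measured after three days at 30 °C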
BoNT A protease: inhibitors of Botulinum neurotoxin A light chain protease | 360,000 compounds, 0.17% hits | inhibition, % at 10 µM | AID 588499 | multiplex microsphere protease substrate cleavage, flow cytometry; also: plate controls were buffer without enzyme for full effect and enzyme alone for no effect
* marks the source's active call; other numbers are inactive results; ? = inconclusive; / = no result given; + = active, no number; & = joins results of further samples. Rule as the data show it, unless noted: active = inhibition above about 30%; inconclusive = no clear call, values can overlap the other calls; inactive = below that.

Start of the listing, in advance:
No.	SMILES	BoNT F protease	Mtb UGM inh	FadD28 binding	Anthrax LF prot	BioA inh
1	COc1ccc(-c2cc3nc4n(c(=O)c3s2)CCC4)cc1	1	1.9	-0.9	0	-0.9
2	O=C1OC(c2cccc([N+](=O)[O-])c2)C2(CCCC2)C(=O)C12CCCCC2 (configuration not stated)	-4	0.5	-5.5	1	/

No.	GDH-TPI inh	FBA Mtb inh	PfHsp40 rescue	BoNT A protease
1	13	+	3.5	?
2	-6	-1	1.7	0.0

The whole of this part, previewed entries included:
No.	SMILES	BoNT F protease	Mtb UGM inh	FadD28 binding	Anthrax LF prot	BioA inh
1	COc1ccc(-c2cc3nc4n(c(=O)c3s2)CCC4)cc1	1	1.9	-0.9	0	-0.9
2	O=C1OC(c2cccc([N+](=O)[O-])c2)C2(CCCC2)C(=O)C12CCCCC2 (configuration not stated)	-4	0.5	-5.5	1	/
3	CC(C)=CC(=O)OCC(=O)NC(=O)NC(C)(C)C	26	1.7	-0.5	-1	1.3
4	CCOc1ccc(NS(=O)(=O)c2ccc(-c3ccc(=O)[nH]n3)o2)cc1	-7	-1.9	-2.7	-2	/
5	CCOC(=O)C(CC)n1nc(C)n2c(cc3occc32)c1=O (configuration not stated)	-4	-2.5	-4.0	1	0.3
6	COc1ccc(NS(=O)(=O)c2cccc(C(=O)NNC(=O)c3ccc(NC(C)=O)cc3)c2)cc1	4	-2.5	-3.7	-2	0.8
7	CCn1c(NCc2ccco2)nc2ccccc21	-4	1.1	0.6	-1	/
8	Cc1ccc(-c2cc(C(=O)N3CCOCC3)c3ccccc3n2)cc1	4	2.8	-4.6	-1	1.4
9	C=CCOc1ccc(CNc2ccc3[nH]c(=O)[nH]c3c2)cc1OC	-5	/	1.4	-1	/
10	COC(=O)CCCC(=O)Nc1ccc(Br)cc1	4	-1.6	-1.6	0	-0.3
11	COc1ccc(S(=O)(=O)N(C)C[C@H]2Oc3ccc(NC(=O)Nc4c(C)noc4C)cc3C(=O)N([C@H](C)CO)C[C@@H]2C)cc1	-2	0.5	-5.8	-7	-1.0&0.3
12	COC(=O)C1=C(C)N(Cc2ccc(OC)cc2)C(=O)/C1=C\c1ccco1	-4	1.7	-4.5	14	/

No.	GDH-TPI inh	FBA Mtb inh	PfHsp40 rescue	BoNT A protease
1	13	+	3.5	?
2	-6	-1	1.7	0.0
3	3	-2	-1.4	-0.2
4	4	5	0.8	-1.1
5	0	0	-2.0	1.9
6	8	-1	1.1	3.5
7	10	4	-0.7	0.0
8	6	16	1.2	0.5
9	15	85*	1.5	1.6
10	2	0	0.6	0.7
11	2	0	-0.7	0.1
12	7	-3	0.4	0.4

The results go on:
No.	SMILES	BoNT F protease	Mtb UGM inh	FadD28 binding	Anthrax LF prot	BioA inh
13	Cc1ccc(-c2csc3nc(SCC(N)=O)n(Cc4ccccc4)c(=O)c23)cc1	-3	0.0	1.5	-1	1.0
14	O=C(NC(=S)N1C[C@H]2C[C@H](C1)c1cccc(=O)n1C2)c1ccc(Cl)cc1Cl	-5	-0.4	-1.5	-13	0.6
15	CCCOc1ccc(CCc2n[nH]c(=S)n2Cc2ccccc2)cc1	1	-0.6	-5.8	-6	-0.4
16	O=C1N[C@H](Cc2ccccc2)C(=O)N2[C@@H]3[C@H](C[C@@H]12)c1ccccc1N3OOSc1ccccc1	-4	-2.0	-1.6	-2	-0.5
17	COCCn1c(SCC(=O)Nc2sc(C)c(C)c2C#N)nnc1C(C)C	10	-1.7	-3.3	6	-0.9
18	CCOC(=O)C1CCN(C(=O)CC2C(=O)N(Cc3ccccc3)C(C)c3nc4ccccc4n32)CC1 (configuration not stated)	-6	-1.2	-0.1	-5	1.0
19	Cc1ccc(NC(=O)c2ccc(NS(=O)(=O)c3ccc4[nH]c(=O)[nH]c4c3)cc2)nc1	/	3.4	0.7	/	/
20	Cc1c(Cl)cccc1NC(=O)NC1CCCCC1	-7	-2.7	-0.8	-4	-1.2
21	O=C(Nc1cc(C(F)(F)F)ccc1N1CCOCC1)c1cnccn1	-20	0.1	-3.0	-5	-1.9
22	O=C(Nc1cc(Br)ccc1O)C1CC(c2ccccc2Cl)=NO1 (configuration not stated)	-1	1.3	-1.0	-8	-4.4
23	O=C(O)CCNc1ccc(NCCC(=O)O)c2c1C(=O)c1ccccc1C2=O	-14	3.6	10*	-1	/
24	Cc1cc(NC(=O)c2ccccc2-c2ccccc2)ccc1Br	1	/	-3.0	0	/

No.	GDH-TPI inh	FBA Mtb inh	PfHsp40 rescue	BoNT A protease
13	7	-2	1.6	-0.5
14	3	2	0.8	0.1
15	-16	-1	1.7	-0.5
16	-3	0	0.2	-0.1
17	6	0	0.9	0.3
18	14	1	-0.2	-0.9
19	13	-1	-0.5	/
20	-5	-1	-0.3	1.0
21	5	6	-1.9	-2.5
22	8	6	2.0	-0.2
23	24	90*	2.1	-5.5
24	2	-4	0.7	-0.4

The listing continues.
No.	SMILES	BoNT F protease	Mtb UGM inh	FadD28 binding	Anthrax LF prot	BioA inh
25	O=C(CSc1nc2ccccc2c(=O)n1-c1ccccc1)c1cccc([N+](=O)[O-])c1	-1	-1.6	-1.8	-6	0.9
26	OCCCN=C1CCCc2c1[nH]c1ccc(Cl)cc21	?	-1.4	-3.9	-24	/
27	O=C(CSc1nc2nccnc2c(=O)n1Cc1cccs1)Nc1ccccc1	-10	-0.6	-1.4	3	2.1
28	O=C(c1cnccn1)N(Cc1cccs1)C1(C(=O)NC2CCCCC2)CCCCC1	-25	0.3	-2.6	-2	/
29	CCN1CCN(S(=O)(=O)c2ccc(C(C)(C)C)cc2)CC1	-24	-0.4	0.9	0	1.3
30	CCCNC(=S)Nc1ccccc1	?	-0.3	-4.2	-6	-0.4
31	O=S(=O)(NC1CC1)c1ccc(F)c(F)c1	-10	4.0	-2.9	-2	-0.3
32	COc1cccc(/C=C2/SC(=S)N(CC(=O)NNC(=O)c3ccccc3O)C2=O)c1	10	1.1	-4.0	13	/
33	CC(=O)Nc1ccc(NC(=O)C2CCN(c3ccc(C(F)(F)F)cn3)CC2)cc1	0	2.0	-2.0	-7	/
34	CC1CCC(C(C)C)C(OCC(O)CNC(C)c2ccccc2)C1 (configuration not stated)	-11	-0.6	-1.9	-6	/
35	O=C(CN1CCC(n2nnc3cc(F)ccc32)CC1)Nc1ccc2c(c1)CCC2	-12	1.4	-0.2	1	/
36	O=C(c1ccco1)N1CCN(Cc2nc3ccccc3[nH]2)CC1	-4	-1.6	-0.4	-1	-0.8

No.	GDH-TPI inh	FBA Mtb inh	PfHsp40 rescue	BoNT A protease
25	3	0	1.4	-1.0
26	12	11	-0.4	?
27	14	4	-0.1	0.4
28	3	0	-0.3	-0.9
29	-3	0	-2.1	-2.4
30	5	2	-0.7	-5.6
31	-17	-4	-1.7	-1.4
32	1	-1	155*	4.2
33	-3	4	/	-0.1
34	0	1	-0.6	-0.7
35	2	1	1.0	0.6
36	1	1	0.6	0.1

Additional compounds follow:
No.	SMILES	BoNT F protease	Mtb UGM inh	FadD28 binding	Anthrax LF prot	BioA inh
37	CCN1CCN(CCCNC(=O)c2cc3c(=O)oc4ccc(C)cc4c3s2)CC1	-6	-0.4	-0.1	-3	-1.7
38	CCc1cccc(NC(=O)CCNS(=O)(=O)c2cccc3nonc23)c1	-1	0.0	2.0	5	/
39	N#CCCN(Cc1cccnc1)S(=O)(=O)c1ccc(S(=O)(=O)N2CCCCCC2)cc1	-11	-1.0	0.5	-5	-0.8
40	COc1cccc(N2CCN(S(=O)(=O)c3ccc(-n4cnnn4)cc3)CC2)c1	1	-0.1	-1.2	0	-1.5
41	CCOC(=O)c1cc(-c2ccccc2)sc1NC(=O)COC	-7	0.7	-3.7	-5	/
42	Cc1ccsc1/C=N/NS(=O)(=O)c1ccc([N+](=O)[O-])cc1	-2	1.1	1.2	2	/
43	O=S(Cc1ccc(Br)cc1)Cc1nnc(SCc2c(Cl)cccc2Cl)n1-c1ccccc1 (configuration not stated)	-1	-2.6	-7.4	-2	0.7
44	CC(=O)Nc1ccccc1C(=O)C(=O)Nc1ccc(C(=O)N2CCOCC2)cc1	-8	3.2	-2.7	1	/
45	O=C(Nc1ccc(Cl)cc1)c1nc[nH]c1C(=O)NCCN(CCNC(=O)c1[nH]cnc1C(=O)Nc1ccc(Cl)cc1)CCNC(=O)c1[nH]cnc1C(=O)Nc1ccc(Cl)cc1	-8	-0.5	0.1	-3	-1.6
46	CC(C)CC(=O)NC(=S)Nc1ccccc1C(F)(F)F	-6	-3.2	-1.5	-3	1.6
47	COc1ccc(Cl)cc1C(=O)Nc1ccc(OCC(=O)N2CCOCC2)cc1	2	2.0	-1.6	7	0.7
48	N=c1c2c(-c3ccccc3)c(-c3ccccc3)n(Cc3ccco3)c2ncn1Cc1ccccc1	8	0.5	-1.2	5	0.8

No.	GDH-TPI inh	FBA Mtb inh	PfHsp40 rescue	BoNT A protease
37	25	9	0.3	-2.6
38	3	-2	-0.8	0.6
39	-1	-1	-1.0	-1.6
40	-3	2	-0.6	-1.5
41	-15	4	-1.2	0.2
42	14	-3	0.1	-0.1
43	3	-3	0.3	-0.2
44	0	-4	0.6	0.0
45	-18	2	-1.7	-0.8
46	-2	-2	1.1	-0.6
47	6	4	-3.0	1.8
48	6	2	-1.0	0.5

One compound at a time, from the list above. Values in the order: BoNT F protease	Mtb UGM inh	FadD28 binding	Anthrax LF prot	BioA inh	GDH-TPI inh	FBA Mtb inh	PfHsp40 rescue	BoNT A protease
Cc1ccsc1/C=N/NS(=O)(=O)c1ccc([N+](=O)[O-])cc1 is listed as -2	1.1	1.2	2	/	14	-3	0.1	-0.1
CCc1cccc(NC(=O)CCNS(=O)(=O)c2cccc3nonc23)c1 is listed as -1	0.0	2.0	5	/	3	-2	-0.8	0.6
O=S(Cc1ccc(Br)cc1)Cc1nnc(SCc2c(Cl)cccc2Cl)n1-c1ccccc1 (configuration not stated) is listed as -1	-2.6	-7.4	-2	0.7	3	-3	0.3	-0.2
COc1ccc(Cl)cc1C(=O)Nc1ccc(OCC(=O)N2CCOCC2)cc1 is listed as 2	2.0	-1.6	7	0.7	6	4	-3.0	1.8
O=C(Nc1ccc(Cl)cc1)c1nc[nH]c1C(=O)NCCN(CCNC(=O)c1[nH]cnc1C(=O)Nc1ccc(Cl)cc1)CCNC(=O)c1[nH]cnc1C(=O)Nc1ccc(Cl)cc1 is listed as -8	-0.5	0.1	-3	-1.6	-18	2	-1.7	-0.8
